# mcGAS MS inh: inhibitors of mouse cGAS | recombinant mouse cGAS, cGAMP by RapidFire MS | inhibition, % at 12.5 µM | 0.18% of 130,000 active | Q8C6L5;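 active means inhibition of cGAS enzyme activity at or above 60%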;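 further: enzyme stimulated by 45 bp dsDNA with ATP and GTP substrates; cGAMP share of summed cGAMP plus half ATP and half GTP signals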
# Target sequence (Q8C6L5 whole entry, looked up): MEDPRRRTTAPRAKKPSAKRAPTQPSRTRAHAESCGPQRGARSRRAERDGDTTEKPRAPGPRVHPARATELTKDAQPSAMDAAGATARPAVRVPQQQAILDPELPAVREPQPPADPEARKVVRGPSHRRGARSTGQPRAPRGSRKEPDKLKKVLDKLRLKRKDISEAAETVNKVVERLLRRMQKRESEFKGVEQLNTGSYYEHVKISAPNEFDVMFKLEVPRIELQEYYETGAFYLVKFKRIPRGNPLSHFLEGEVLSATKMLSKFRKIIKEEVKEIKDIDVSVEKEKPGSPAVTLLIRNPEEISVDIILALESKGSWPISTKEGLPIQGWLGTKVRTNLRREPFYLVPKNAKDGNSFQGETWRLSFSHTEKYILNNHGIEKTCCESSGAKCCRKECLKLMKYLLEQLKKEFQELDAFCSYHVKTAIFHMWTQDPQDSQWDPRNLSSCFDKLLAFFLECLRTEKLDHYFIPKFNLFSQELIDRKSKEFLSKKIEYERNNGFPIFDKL
# Starred values were filed as active, the others as inactive; & = joins results of further samples.
smiles,mcGAS MS inh
COC(=O)C(C)Nc1cc(C)ccc1C (stereo unspecified),-4.5
CSc1ccc(Cn2c(C)c(C(=O)NCc3ccc(C#N)cc3)sc2=O)cc1,10.2
CCCCCCCCCCOc1cc2c(=O)c(C(=O)OCC)c[nH]c2cc1OCC,0.9
O=C(c1cc(COc2ccc(-n3cncn3)cc2)on1)N1CCCCO1,-1.2
CCC(c1ccccc1)C1CCCN1C(=O)C(C)NC(=O)c1ccc(Br)s1 (stereo unspecified),5.1
COc1cc(Cl)c(C)cc1NC(=O)Nc1ccc(F)cc1,-1.2
O=C(NCc1ccncc1)C(C1CCCC1)N1CCN(C(=O)c2ccc(Cl)c(Cl)c2)CC1 (stereo unspecified),-6.2
O=C(NNC(=O)c1cccn(Cc2cccc(F)c2)c1=O)NC1CCCCC1,-3.4
O=C(c1ccc(Cl)cc1)c1ccc(OC(=O)N2CCCCC2)cc1,-6.2
Fc1ccccc1-c1ncc2ccccn12,-1.7
CC(C)c1ccc(C2c3c(n[nH]c3-c3ccc4c(c3)OCO4)OC(=N)C2C#N)cc1 (stereo unspecified),-13.7
Cc1nn(-c2ccccc2Cl)c(C)c1CCC(=O)NC1CC(C)(C)N(C)C(C)(C)C1,-14.3
CNS(=O)(=O)CCNC(=O)C1CC(=O)N(Cc2ccc(C)cc2)C1 (stereo unspecified),-25.7
Cc1ccc(C)c(-n2nc(C)c(/C=N\N3CCOCC3)c2Cl)c1,-3.5
Cc1ccc(F)cc1CC(=O)N1CCC(N2CCC(O)CC2)CC1,-5.8
CCOC(=O)Cc1c(C)n2nc(C)cc2[nH]c1=O,5.9
O=C1CCCN1c1ccccc1NCc1cc2ccccc2nc1Cl,0.9
Cc1ccc(CNS(=O)(=O)NCc2ccccc2)c(F)c1F,-48.7
O=S(=O)(CCC1CCCO1)NC(c1cc(F)ccc1F)C1CC1 (stereo unspecified),-6.5
CCOC(=O)c1nn(-c2ccccc2Cl)c(=O)cc1OCC(=O)Nc1c(C)cc(C)cc1C,-4.0
Cc1cccc2c(CCC(=O)n3ncc(C#N)c3N)c[nH]c12,-8.1
CN(Cc1nc(-c2ccncc2)no1)C(=O)c1cccc2ccnn12,-3.8
COC(=O)c1ccc(C(=O)Nc2cccc3c2C(=O)N(C)C3=O)cc1,-3.1
CC1(C(=O)NS(=O)(=O)c2ccc(Br)cc2)CCN1C(=O)CC1CCCC1 (stereo unspecified),-4.7
O=C(c1ccc(=O)[nH]n1)N1CCN(Cc2ccc(-c3ccc(Br)cc3)s2)CC1,-2.1
Cc1cc(O)c(C(c2ccccc2)N2CCN(c3ccc(F)cc3)CC2)c(=O)n1Cc1cccnc1 (stereo unspecified),-0.3
CS(=O)(=O)N1CCc2cc(S(=O)(=O)Nc3ccc4c(c3)OCO4)ccc21,7.7
CN(Cc1cccc(Cl)c1)Cc1nc2scc(-c3ccc(F)cc3)c2c(=O)[nH]1,0.5
O=C(NCCOc1ccc2nnc(-c3ccc(F)cc3)n2n1)c1cc(-c2ccco2)[nH]n1,1.5
Cc1cncc(NCc2ccc3c(c2)OCO3)n1,-8.3
O=C(CCCCCCCC(=O)NC1CCCCC1)NC1CCCCC1,-8.1
CCCCN(CC)C(=O)c1ccc2c(c1)NC(=O)C(C)S2 (stereo unspecified),-4.5
COC(=O)C1C(=O)CSC1=Nc1cccc(F)c1 (stereo unspecified),-4.8
C=c1ccccc1=C1NN=C(NC(=O)c2ccc(OCC)cc2)S1,-5.7
COc1ccc2c3oc(=O)cc(O)c3c(=O)n(C)c2c1,-2.9
CC(=O)N(c1nc(COC(=O)C2CCC2)cs1)c1c(C)cc(C)cc1C,-3.0
O=C(OC1CCCC1)c1c(F)cccc1Cl,-5.7
Cc1cc(C(=O)N(Cc2cccnc2)c2nc3c(F)cc(F)cc3s2)no1,-3.4
CCCC(C)c1nnc(NC(=O)NCCn2c(C)cc(C)nc2=O)s1 (stereo unspecified),5.7
Nc1ccnc(N2C[C@H]3C[C@H](C2)[C@@H]2CCCC(=O)N2C3)n1,-12.7
COc1cccc(NC(=O)CCC2CCN(C(=O)c3csnn3)CC2)c1,-4.0&-1.1
Cc1ccc(C)c(SCC(=O)N2CCCC(S(N)(=O)=O)C2)c1 (stereo unspecified),-6.5
CCCOc1ccc(C(=O)NC(=S)Nc2cc([N+](=O)[O-])ccc2F)cc1,-6.0
COCCn1c(CO)nc2ccccc21,-4.5
COc1cc(C2C3C(=O)CC(C)(C)CC3=Nc3c(C(N)=O)cnn32)ccc1O (stereo unspecified),-7.3

# Next section, starting with the last 3 of the part before.
smiles,mcGAS MS inh
CCCOc1ccc(C(=O)NC(=S)Nc2cc([N+](=O)[O-])ccc2F)cc1,-6.0
COCCn1c(CO)nc2ccccc21,-4.5
COc1cc(C2C3C(=O)CC(C)(C)CC3=Nc3c(C(N)=O)cnn32)ccc1O (stereo unspecified),-7.3
Cc1nn(C)c(C)c1NC(=O)C(C)Sc1nc2ccccc2c(=O)n1CC1CCCO1 (stereo unspecified),-1.7
CN(CCc1ccccn1)c1ncccc1CNC(=O)c1ccc2cc[nH]c2c1,-37.4
Cc1ccccc1-n1ncc2c(C(C)C)nn(CC(=O)N(C(C)C)C(C)C)c(=O)c21,-4.9
Fc1ccc(-c2cnc(CN3CCCc4cccc(F)c43)o2)cc1,-9.2
COc1ccc(C2CC(c3ccc(F)cc3)=Nc3ncnn32)cc1 (stereo unspecified),-17.0
CN1CC[C@H]2CC[C@@H](C1)N2c1ccnc(C(=O)NCc2cccnc2)c1,-38.8
Cn1ccnc1C(NS(=O)(=O)c1ccc2c(c1)OCCCO2)c1ccccc1 (stereo unspecified),-0.5
CC(C)C[C@@H](N)C(=O)NC1CCN(S(C)(=O)=O)CC1,-14.3
c1ccc2c(c1)cnn2CCCNc1cnccn1,-1.7
O=C(c1cccnc1)N1CCC(Oc2ccc(C(=O)N3C[C@@H]4CCC[C@H]3C4)cc2)CC1,-7.0
COc1ccc(-c2csc3nc(C)nc(N4CCCCC4CNS(C)(=O)=O)c23)cc1OC (stereo unspecified),4.5
CC(NC(=O)NC1CCOC1c1ccccc1)c1ccc(C#N)cc1 (stereo unspecified),-2.8
C(=Nn1c(-c2ccco2)csc1=NC1CCCCC1)c1ccccn1,-26.1
CCOC(=O)C1C2C=CC3(CN(Cc4ccco4)C(=O)C13)O2 (stereo unspecified),-18.7
CN(Cc1nc2ccccc2s1)Cn1nc(-c2ccccc2Cl)n(C)c1=S,-4.0
Cc1ccc(C)c(CSc2nc(=O)n3cccc(C)c3n2)c1,-4.8
O=C(NC12CC3CC(CC(O)(C3)C1)C2)c1cccc(NCc2cccs2)c1,-5.2
Cc1[nH]cnc1CN(CCO)CC12CC3CC(CC(C3)C1)C2,-3.7
CN(C(=O)CSc1nc2c(cnn2Cc2cccc(Cl)c2)c(=O)[nH]1)c1ccccc1,-3.8
CCOC(=O)C1(Cc2ccccc2C)CCCN(C(=O)Cn2nc(C)cc2C)C1 (stereo unspecified),1.3
O=C(c1cn(-c2cc(N3CCSCC3)ncn2)cn1)N1CCCc2ccccc21,-8.4
CNC(=S)NN=C(C)c1ccc2c(c1)OCO2,-3.3
COc1cc(CC(=O)NCCc2nc3cc(F)ccc3s2)ccc1C,-1.8
O=C1NC(=O)C(Nc2ccccc2Cl)S1 (stereo unspecified),-22.7
CC(=O)Oc1ccccc1Cn1c(C)c(C(=O)NCc2ccc(C(C)C)cc2)sc1=O,-1.6
COc1ccc(S(=O)(=O)N[C@@H](C)C(=O)Nc2ccccc2N2CCCC2)cc1,3.0
CC(C)Oc1ccc(C(O)=C2C(=O)C(=O)N(CCN(C)C)C2c2cccc([N+](=O)[O-])c2)cc1 (stereo unspecified),8.7
Cc1cc(C)n(-c2ccc(NCCCOC3CCOCC3)nn2)n1,2.4
Cc1ncc(CNCc2cccnc2N2CCCCCCC2)n1C,-2.0
NC(=O)c1cc2c(cc1-c1cccc(C(F)(F)F)c1)OCO2,-22.3
CCOc1ccc(/C=C/C(=O)N(C)Cc2ccccc2O)cc1OCC,-3.2
Cc1ccc(NC(=O)CCNS(=O)(=O)NCc2ccccc2)c(F)c1,-42.5
Cc1nc(C)n(CCCNC(C)CO)n1 (stereo unspecified),-18.9
COc1ccc2oc(C(F)(F)F)cc(=O)c2c1,-5.9
CCc1nc(C)ccc1OCC(=O)N1CCC(O)(CN(C)C)C1 (stereo unspecified),-15.6
CCCN(CCC)CC(O)COC1CCC(C(C)(C)C)CC1 (stereo unspecified),-14.4
CN(CC(=O)NC1C=CS(=O)(=O)C1)Cc1ccc(Cl)c(Cl)c1 (stereo unspecified),26.3
NC(=O)Cc1cccc(OCc2ccn(-c3ccccc3)n2)c1,4.7
Cc1cc(C)c(S(=O)(=O)NCCNc2ccc(Nc3cccc(C)n3)nn2)c(C)c1,-11.5
Clc1cccc(CN2CCN(Cc3ccc4nonc4c3)CC2)c1,-9.2
CCc1noc(C)c1C(=O)NCCCC(CC)(CC)C1OCCO1,-7.5
O=S(=O)(NCc1ccccc1)N[C@H]1COC[C@@H]1N1CCCC1,-8.8
CCNc1cc(C)nc(N2CCN(C(=O)CC)CC2)n1,-10.1
COc1ccc(NC2CCCN(C(=O)CCc3cccc(Cl)c3)C2)cc1 (stereo unspecified),-8.4
N#C/C(=C\N1CCC(C(N)=O)CC1)C(=O)NCCc1ccccc1,-11.3
CN(C(=O)c1cccs1)c1ccc(OCC(=O)N2CCC(C(N)=O)CC2)cc1,-3.6
CC1=C(C(=O)N2CCc3onc(-c4ccc5c(c4)OCO5)c3C2)OCCO1,6.5
CC1CN(CC(=O)Nc2ccc3c(c2)OCO3)CC(C)O1 (stereo unspecified),-5.5
COC(=O)COc1cccc(C=NNS(=O)(=O)c2ccccc2)c1,-4.7
Cc1cc(=O)c(C(=O)OC(C)C(=O)N2CCC(C)CC2)nn1-c1ccccc1F (stereo unspecified),0.0
CS(=O)(=O)Oc1ccc(CNCc2ccco2)cc1,-6.7
Cc1ccc(-c2nnc3n(C)c4c(=O)[nH]c(=O)n(C)c4n23)cc1,-3.8
CCn1c(CC2CCN(Cc3cc4c(cc3C)OCO4)CC2)n[nH]c1=O,-31.8
COc1cc2c(cc1OC)-c1nncn1C(C)(C)C2,-6.8
COC(=O)CCC(=O)NC1CC(=O)N(CCc2cccc(Cl)c2)C1 (stereo unspecified),-0.7
CN1CCC2(CC1)CN(Cc1ccc(S(C)(=O)=O)cc1)CCN2C,-15.3
O=[N+]([O-])c1ccc(C2Oc3ccccc3C3CC(c4ccc5c(c4)OCCO5)=NN32)cc1 (stereo unspecified),-13.3
COC(=O)c1cc(C)nc(-c2ccc(C(C)N3CCCCC3)cc2)n1 (stereo unspecified),-17.3
Cc1sc2ncnc(N/N=C\c3c(O)ccc4ccccc34)c2c1C,-12.6
O=[N+]([O-])c1ccc(SNc2ccc(C(F)(F)F)cc2[N+](=O)[O-])cc1,56.2

# Remaining list, next part.
smiles,mcGAS MS inh
CCN(C(C)C(=O)Nc1ccc(C)cc1)S(=O)(=O)c1ccccc1Br (stereo unspecified),-4.7
CCC(Cn1cnc(-c2ccccc2)c1-c1ccncc1)N1CCOCC1 (stereo unspecified),-13.9
CC(=O)N1CCN(S(=O)(=O)c2cn(C)c(Cl)n2)CC1,-0.1
N#CCCC(CCC#N)C1=NCCc2ccccc21,-31.8
CCc1ccc(C=NNc2ncnc3sc(C)c(C)c23)cc1,-7.3
O=C(CC1CCCC1)N1CCC2(CCCN(Cc3ccc(F)c(F)c3)C2)C1 (stereo unspecified),-4.6
OC(CCN1CCCCC1)(c1ccccc1)C1CCCCC1 (stereo unspecified),-2.8&-2.6&0.2
O=C(Nc1nc2c(s1)C(=O)CC(C(=O)N1CCC3(C=Cc4ccccc43)CC1)C2)c1ccsc1 (stereo unspecified),-0.5
CC(O)(CNC(=O)NCc1cccc(C#N)c1)c1ccsc1 (stereo unspecified),-0.6
CN1CCC2(CCCN(C(=O)c3[nH]ncc3Cl)CC2)CC1,-49.0
Cc1[nH]ncc1C(=O)N1CC[C@@H](c2ccc(F)cc2)[C@H](O)C1,-22.0
CC1(C(=O)NS(=O)(=O)c2ccccc2C(F)(F)F)CCN1C(=O)COc1ccc(Cl)cc1 (stereo unspecified),-3.8
CC1=[N+](C)CCn2cccc21,-8.2
CCCNC(=O)C1(C)CCN(Cc2csc(-c3ccc(Cl)cc3)n2)C1 (stereo unspecified),4.5
COc1ccc(C2CCCN2C(=O)c2ccc(O)c(Cl)c2)cc1OC (stereo unspecified),-9.5
CCCCNCc1ccc(OS(C)(=O)=O)cc1,-5.4
O=C(CN1CCN(Cc2ccccc2)CC1)NC1CCc2ccccc21 (stereo unspecified),1.9
CCn1c(N)c(C(N)=O)sc1=S,-4.9
Cc1onc(-c2ccccc2Cl)c1C(=O)NCc1n[nH]c2c1CCC2,-3.5
CCOC(=O)c1c(C)oc2ccc(OC)c(O)c12,1.9
CCC1(c2ccccc2)NC(=O)N(CC(=O)N(CCC#N)c2ccc(C)cc2)C1=O (stereo unspecified),16.9
O=C(CCCn1nnnc1CN1CCOCC1)N1CCCCC1CCn1cccn1 (stereo unspecified),-3.1
O=C(Nc1cccc(Cl)c1Cl)C1COc2ccccc2O1 (stereo unspecified),-4.4
O=C(c1ccc(Cl)cc1)N1CCN(C(=O)c2cc(F)ccc2Br)CC1,0.4
CCCc1nc(CN(C)c2nc(C)nc3sccc23)no1,-6.1
Cc1cc(C(=O)N(C)C2CCCC2)c(C)o1,-11.2
Cc1cccn2cc(C(=O)NCc3cccnc3N(C)C)nc12,-42.1
CN(CC(=O)NC1CC2CCC1(C)C2(C)C)S(=O)(=O)c1ccc(Cl)s1 (stereo unspecified),-8.3

# Screening results from PubChem.

# A portion of the library. The share of hits here may be higher or lower than overall.
